Screens deposited in PubChem by National Center for Advancing Translational Sciences (NCATS).
SW480 rerep = A quantitative high throughput screen for small molecules that induce DNA re-replication in SW480 colon adenocarcinoma cells; Potency, µM (series often up to 46.1 µM), inactives show top-dose re-replication activation, actives largely listed as activators; 340,000 tested, 1.8% active; AID 624297, 2012; SW480 DNA re-replication, Hoechst DNA content imaging, 48 h; note: potency is the fitted concentration of half-maximal effect; % of control where 0% means no effect; nearly all actives have a fitted effect of over 55% in size
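Compounds, transferred as 23 nL by pin tool, were incubated with cells for 48 hr; DNA content per nucleus was then quantified by Hoechst staining and fluorescence plate imaging.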
KB-V1 MDR tox = qHTS assay for MDR1-selective chemotherapeutics: Primary screen using the drug-selected MDR subline cells KB-V1 | KB-V1 MDR cells viability, CellTiter-Glo, 72 h | Potency, µM (titrated, usually from 46.1 µM), for the others: at the top dose activity change, negative = cytotoxicity, actives largely listed as cytotoxic | 400,000 tested, 3.4% active | AID 1347076, 2019; note: potency is the fitted concentration of half-maximal effect; % is set by controls: 0 for no effect and ±100 for the full control effect; nearly all actives have a fitted effect of over 60% in size
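KB-V1 cells (P-gp-expressing MDR subline of KB-3-1) in phenol-red-free DMEM with 10% FBS were exposed to library compounds over a concentration series for 72 h at 37 degrees C. Viability read by CellTiter-Glo luminescence; concentration-effect curves fitted after normalization.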
HT1080 IDH1KD tx = qHTS for induction of synthetic lethality in tumor cells producing 2HG: qHTS for the HT-1080-IDH1KD cell line; Potency, µM (series often up to 46.1 µM), for the others: top-dose activity, negative = toxicity, usual class: cytotoxic; HT-1080 IDH1 knockdown viability, ATP luminescence, 48 h; 360,000 tested, 2% active; AID 686971, 2013;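 note: potency is the fitted concentration of half-maximal effect; 0% = DMSO wells and -100% = cell-free medium wells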
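After a 2 h attachment period, IDH1KD HT-1080 cells took pin-transferred compound for 48 h at 37 °C; ATP-based luminescence after 10 min room-temperature reagent incubation reported viability.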
HT1080NT lethal = qHTS for induction of synthetic lethality in tumor cells producing 2HG: qHTS for the HT-1080-NT fibrosarcoma cell line; HT-1080-NT fibrosarcoma viability, CellTiter-Glo ATP luminescence, 48 h; Potency, µM (top dose mostly 46.1 µM), for inactives: at the highest dose activity, negative = less viability, hits mostly cytotoxic; 360,000 tested, 1.6% active; AID 686970, 2013;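 note: NT is the 2HG producing partner of a matched IDH1 knockdown line; potency is the fitted concentration of half-maximal effect; 0% = DMSO-treated cells and -100% = media-only wells without cells; nearly all actives have a fitted effect of over 55% in size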
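A 48-hour cytotoxicity screen used HT-1080-NT cells plated 2 hours before compound delivery. ATP-based CellTiter-Glo luminescence measured viability, normalized to DMSO and no-cell controls.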
DRD3 agonist = qHTS of D3 Dopamine Receptor Agonist: qHTS | D(3) dopamine receptor (Homo sapiens), P35462 | D3R DiscoveRx beta-arrestin cells, luminescence, 90 min | max activation, % | 410,000 tested, 0.58% active | AID 652048, 2013; in the data active = max activation above about 30%; note: 0% is about no effect; mostly tested at two doses, the higher about 12 µM
Target sequence (P35462 whole entry, looked up): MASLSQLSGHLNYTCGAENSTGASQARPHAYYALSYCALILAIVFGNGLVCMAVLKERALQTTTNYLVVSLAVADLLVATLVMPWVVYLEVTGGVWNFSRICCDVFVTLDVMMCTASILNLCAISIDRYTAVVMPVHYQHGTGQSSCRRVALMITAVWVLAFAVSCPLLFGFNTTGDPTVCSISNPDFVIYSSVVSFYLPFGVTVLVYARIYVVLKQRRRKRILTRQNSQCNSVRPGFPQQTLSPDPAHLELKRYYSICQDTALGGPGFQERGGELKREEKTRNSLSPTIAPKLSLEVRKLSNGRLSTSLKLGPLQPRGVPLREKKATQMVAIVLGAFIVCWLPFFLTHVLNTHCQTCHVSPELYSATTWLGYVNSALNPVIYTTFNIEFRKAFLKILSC
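Agonist-mode cell screen: cells plated at 1500/well and incubated overnight at 37 °C, then exposed to library compounds for 90 min at 37 °C. Detection reagent was added for 30–60 min at room temperature, and luminescence was read.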
KB-3-1 tox = qHTS assay for MDR1-selective chemotherapeutics: Primary screen using the parental adenocarcinoma cell KB-3-1; 400,000 tested, 1.4% active; KB-3-1 viability, CellTiter-Glo ATP luminescence, 72 h; Potency, µM (doses to about 46.1 µM), inactives show at the top dose activity change, negative = cytotoxic, actives largely listed as cytotoxic; AID 1347075, 2019; note: potency is the fitted concentration of half-maximal effect; % is set by controls: 0 for no effect and ±100 for the full control effect; nearly all actives have a fitted effect of over 60% in size
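Luminescent ATP read-out (CellTiter-Glo) measures survival of drug-naive KB-3-1 cells after 72 h compound exposure at 37 °C. Titration series was screened from lowest to highest concentration, with DMSO vehicle plates as background controls.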
GLP-1R agonist = qHTS of GLP-1 Receptor Agonists; Glucagon-like peptide 1 receptor (Homo sapiens), P43220; HEK293 GLP-1R CRE-luciferase, luminescence, 4-6 h; cells express a hypersensitive GLP-1R form; Potency, µM (titrated, usually from 45.6 µM), for the others: at the highest dose activation, usual class: activators; 380,000 tested, 0.007% active; note: potency is the fitted concentration of half-maximal effect; % of control where 0% means no effect
Target sequence (P43220 whole entry, looked up): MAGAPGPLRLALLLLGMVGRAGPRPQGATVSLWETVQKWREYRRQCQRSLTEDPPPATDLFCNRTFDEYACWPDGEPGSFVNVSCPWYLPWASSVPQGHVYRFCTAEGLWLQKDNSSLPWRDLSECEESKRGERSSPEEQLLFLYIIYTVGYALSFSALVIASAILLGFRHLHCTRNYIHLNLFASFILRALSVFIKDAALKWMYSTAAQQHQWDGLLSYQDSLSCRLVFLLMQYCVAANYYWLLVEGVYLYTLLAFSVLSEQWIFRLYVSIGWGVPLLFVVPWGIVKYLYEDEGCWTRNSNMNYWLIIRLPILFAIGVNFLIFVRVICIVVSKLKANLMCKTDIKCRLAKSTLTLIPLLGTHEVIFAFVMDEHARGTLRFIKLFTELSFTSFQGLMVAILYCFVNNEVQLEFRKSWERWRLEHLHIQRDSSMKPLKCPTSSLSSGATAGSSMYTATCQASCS
D3 antag = qHTS of D3 Dopamine Receptor Antagonist: qHTS. D(3) dopamine receptor (Homo sapiens), P35462. D3R cells, DiscoveRx beta-arrestin luminescence, antagonist mode; active compounds read low. max response, negative = inhibition, %. 360,000 tested, 2.5% active. AID 652054, 2013; in the data active = max response below about -50%; inconclusive = no clear call, values can overlap the other calls; note: % is set by controls: 0 for no effect and ±100 for the full control effect; mostly tested at two doses, the higher about 12 µM
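Cells expressing the human receptor were seeded at 1500 cells/well, incubated overnight at 37 degrees C in 5% CO2, then exposed to library compounds with dopamine controls for 90 minutes at 37 degrees C before luminescent detection.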
IL1B secr inh = qHTS for Inhibitors of Inflammasome Signaling: IL-1-beta AlphaLISA Primary Screen | THP-1 LPS/ATP IL-1B secretion, AlphaLISA, 16 h; active compounds read low | activity change, % at 57.5 µM | 360,000 tested, 4.7% active | AID 743279, 2014; in the data active = activity change below about -50%; inconclusive = mostly about -30% to -49%; note: % is set by controls: 0 for no effect and ±100 for the full control effect
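THP-1 cells pretreated 1 hr with compounds (up to 57.5 uM final), then stimulated with LPS (250 ng/mL final) plus ATP (1.25 mM final); secreted IL-1B measured by AlphaLISA after 16 hr, decreased signal indicating inhibition.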
* = called active by the depositor; ? = inconclusive; . = not tested or not shown; [ ] = remark or other dose. Unless noted, calls come from the whole dose curve; as a rule, active = well fitted curve in the direction sought with a large enough effect; inconclusive = small, poorly fitted or top-dose-only effect, or another doubt; inactive = no such curve, though single readings can be large; an effect the other way counts as inactive or inconclusive.

SMILES | SW480 rerep | KB-V1 MDR tox | HT1080 IDH1KD tx | HT1080NT lethal | DRD3 agonist | KB-3-1 tox | GLP-1R agonist | D3 antag | IL1B secr inh
C(=NC12CN3CN(CN(C3)C1)C2)c1ccc2c(c1)OCO2 | 0% | -1% | 21% | 5% | -19 | -2% | 7% | -6 | -1
O=C(Oc1ccc(C(=S)N2CCCCC2)cc1)c1ccccc1 | -9% | -20% | -6% | 0% | -8 | -1% | 8% | -4 | 15
Cc1sc(NC(=O)C2=COCCO2)nc1-c1ccc(Cl)cc1 | -2% | -25% | -13% | -11% | -2 | -11% | -6% | 4 | -5
COc1ccc(Cl)cc1NC(=O)CC(C)c1ccccc1 (stereo not drawn) | -1% | ? | 0% | -1% | -5 | -17% | -4% | -24 | 0
CC(C)(C)OC(=O)N1CCc2onc(-c3ccc(Br)cc3)c2C1=O | . | 0% | -5% | 0% | 4 | 28% | -4% | 20 | 36
COc1cc(C(=O)NNC(=O)c2ccc(S(=O)(=O)N3CCCCC3)cc2)cc(OC)c1OC | -5% | 15% | 8% | 3% | 1 | 16% | 3% | -29 | 0
CN(C)C(=O)c1ccc(Nc2nc(-c3cccs3)nc3ccccc23)cc1 | ? | -21% | ? | ? | -13 | -9% | 16% | 35 | -74*
CC1=NN(C(N)=S)C(=O)C1N=Nc1ccc(O)cc1 (stereo not drawn) | 2% | -26% | -22% | -14% | 16 | ? | 2% | -66* | 49
COc1ccc(CC2(CO)CCN(Cc3ccc(NC(C)=O)cc3)CC2)cc1 | -4% | -3% | -14% | -14% | -1 | -8% | 2% | 7 | 10
Cc1cccc([C@@H]2[C@@H]3C(=O)N(Cc4ccccc4)C(=O)[C@@H]3[C@]3(Cc4ccccc4)C(=O)N(c4cccc(Cl)c4)C(=O)N23)c1 | -4% | 0% | -5% | 13% | 6 | 6% | -3% | -20 | -7
COc1ccc(-n2c(SCc3cccnc3)nc3c(c2=O)SCC3)cc1OC | 0% | -21% | -1% | -1% | -8 | 1% | 4% | 23 | -2
CCc1ccc(-c2ccc3nnc(SCC(=O)NCC4CCCO4)n3n2)cc1 (stereo not drawn) | -110% | -2% | -5% | -10% | -2 | 0% | 7% | -1 | ?
O=C(CSc1nnc(-c2ccc(O)cc2)n1Cc1ccco1)N1CCc2ccccc2C1 | -4% | 2% | -7% | -2% | -1 | 12% | -1% | ? | -9
Cc1cccc(NC(=O)CSc2nnc(NC(=O)CN3CCOCC3)s2)c1 | -1% | 19% | -1% | -5% | 1 | -14% | -3% | 3 | 0
O=C(/C=C/c1ccccc1[N+](=O)[O-])Nc1ccccc1 | -2% | 24% | 0% | 6% | -1 | -3% | -5% | 0 | -15
NS(=O)(=O)c1cccc(NC(=O)CN2CCN(Cc3ccc4c(c3)OCO4)CC2)c1 | . | 3% | 7% | 0% | -3 | 7% | -8% | -19 | 0
COc1ccc(Cl)cc1S(=O)(=O)N1CCN=C1c1ccccc1 | 3% | -18% | -2% | -11% | -6 | -8% | 4% | -19 | -2
CNS(=O)(=O)c1cccc(C(=O)OCC(=O)Nc2ccccc2F)c1 | -1% | -4% | 0% | -2% | -2 | -1% | 1% | -6 | 0
COc1ccc(C(CNC(=O)C(C)c2ccc3cc(OC)ccc3c2)N(C)C)cc1 (stereo not drawn) | ? | -6% | -11% | -19% | -12 | -12% | 23% | -76* | -21
COc1ccc(C2(C(=O)Nc3c(C)n(C)n(-c4ccccc4)c3=O)CCCC2)cc1OC | -3% | 15% | 19% | 10% | -6 | 10% | -7% | 10 | -8
O=C(Nc1ccccc1)c1ccc(S(=O)(=O)N(CCO)CCO)cc1 | -4% | 0% | 5% | 4% | 1 | 0% | 5% | -1 | 12
CCSc1nc(O)cc(=O)n1CC | -6% | ? | -1% | 1% | -6 | 5% | 4% | 8 | 17
CCOc1ccc(N2C(=O)CC(N3CCOCC3)C2=O)cc1 (stereo not drawn) | -6% | 15% | -1% | 4% | -1 | -4% | -2% | -26 | 21
O=C(O)CCC(=O)Nc1ccc(-c2nc3ccc(C(=O)c4ccccc4)cc3[nH]2)cc1 | -6% | -4% | ? | 13% | 0 | 9% | -1% | 23 | 0
O=C(O)C1CC=CCC1C(=O)N1CCCC1 (stereo not drawn) | -3% | 9% | 18% | 15% | -5 | 3% | -11% | 4 | 1
CCOC(=O)Cn1c(=O)c2c(nc(Br)n2Cc2ccccc2Cl)n(C)c1=O | 12% | ? | -7% | -6% | 3 | ? | 8% | 13 | -24
O=C(CCNC(=O)C1CCN(S(=O)(=O)c2ccc(F)cc2)CC1)NCCc1ccc(Cl)cc1 | 2% | -2% | -2% | -18% | -3 | -4% | 3% | 2 | -2
COc1ccc(CSc2nc(C)cc(=O)[nH]2)cc1 | -2% | 12% | -7% | -7% | -6 | -1% | 3% | 23 | 0
CC(Oc1ccccc1)C(=O)Nc1ccccc1F (stereo not drawn) | 8% | -5% | 11% | 18% | -3 | 8% | -4% | 15 | 4
O=C(O)CCc1ccc(-c2ccc(F)cc2)n1NC(=O)c1ccco1 | -3% | ? | 10% | 22% | 2 | 14% | -11% | 17 | 17
O=C(NCCCNC(=O)c1ccco1)c1ccc(Cl)c(Cl)c1 | -30% | ? | -1% | -17% | -11 | 4% | 11% | -4 | 58
CC(C)(C)c1ccc(OCc2ccc(C(=O)Nc3cccnc3)o2)cc1 | ? | ? | ? | ? | -13 | ? | 10% | 4 | -51*
CCOC(=O)N1CCN(C(=O)c2cnn3c(C(F)(F)F)cc(-c4cccs4)nc23)CC1 | -6% | 3% | 14% | -8% | -19 | -9% | 13% | 2 | -1
Cc1cccc(C(=O)N2CCCC(Nc3ccc(C(C)C)cc3)C2)n1 (stereo not drawn) | -10% | -14% | -18% | 6% | 3 | -8% | 11% | -7 | 64
COc1ccc(-c2coc3cc(O)cc(O)c3c2=O)cc1OC | -10% | 3% | 10% | 14% | 11 | 10% | 34% | -12 | 19
COc1ccc(CCNC(=O)CSCc2n[nH]c(=O)[nH]2)cc1OC | -2% | 28% | 6% | 0%[9.24 µM] | 14 | 1% | -9% | 7 | 0
CC1CN(C(=O)CCC(=O)NCc2ccccc2)c2ccccc2O1 (stereo not drawn) | -11% | -3% | 0% | 0% | -8 | 0% | -4% | -13 | 15
Cc1cc(C)cc(OCc2ccc(C(=O)N3N=C(C(F)F)CC3(O)C(F)F)o2)c1 (stereo not drawn) | 6% | ? | -10% | -9% | 2 | -1% | 0% | -1 | 0
Cc1cccc(NC(=O)c2ccccc2NC(=O)CCC(=O)O)c1 | -132%[inhibitor] | -8% | -6% | -7% | 4 | -7% | 1% | 0 | 0
COC(=O)c1ccccc1S(=O)(=O)N1CCC(NC(=O)C(Cc2cccc(OC)c2OC)NC(C)=O)CC1 (stereo not drawn) | -3% | -3% | 6% | 4% | 1 | -2% | 0% | 15 | 10
CCOc1ccc(CCNC(=O)COC(=O)Cc2ccc(F)cc2)cc1OCC | -25% | -7% | -2% | 3% | 6 | -1% | 13% | -5 | 1
O=C(N/N=C/C(Br)=C\c1ccccc1)c1n[nH]c2c1CCC2 | 0.52µM* | ? | 0.56µM* | 0.32µM* | -15 | -1% | -13% | ? | 1
Nc1ncc([N+](=O)[O-])c(N2CCCCCC2)n1 | -9% | 0% | 0% | -13% | -6 | ? | -2% | 0 | -16
CCOC(=O)N1CCN(C(=O)/C=C/c2ccc3c(c2)OCO3)CC1 | -5% | -20% | 17% | 8% | 3 | 5% | 0% | 9 | 9

8 structures out of the list, arranged by length of the SMILES, rising.
SMILES | SW480 rerep | KB-V1 MDR tox | HT1080 IDH1KD tx | HT1080NT lethal | DRD3 agonist | KB-3-1 tox | GLP-1R agonist | D3 antag | IL1B secr inh
O=C(O)C1CC=CCC1C(=O)N1CCCC1 (stereo not drawn) | -3% | 9% | 18% | 15% | -5 | 3% | -11% | 4 | 1
CC1CN(C(=O)CCC(=O)NCc2ccccc2)c2ccccc2O1 (stereo not drawn) | -11% | -3% | 0% | 0% | -8 | 0% | -4% | -13 | 15
CC(C)(C)c1ccc(OCc2ccc(C(=O)Nc3cccnc3)o2)cc1 | ? | ? | ? | ? | -13 | ? | 10% | 4 | -51*
CCc1ccc(-c2ccc3nnc(SCC(=O)NCC4CCCO4)n3n2)cc1 (stereo not drawn) | -110% | -2% | -5% | -10% | -2 | 0% | 7% | -1 | ?
COc1ccc(CC2(CO)CCN(Cc3ccc(NC(C)=O)cc3)CC2)cc1 | -4% | -3% | -14% | -14% | -1 | -8% | 2% | 7 | 10
CCOC(=O)Cn1c(=O)c2c(nc(Br)n2Cc2ccccc2Cl)n(C)c1=O | 12% | ? | -7% | -6% | 3 | ? | 8% | 13 | -24
O=C(CSc1nnc(-c2ccc(O)cc2)n1Cc1ccco1)N1CCc2ccccc2C1 | -4% | 2% | -7% | -2% | -1 | 12% | -1% | ? | -9
O=C(O)CCC(=O)Nc1ccc(-c2nc3ccc(C(=O)c4ccccc4)cc3[nH]2)cc1 | -6% | -4% | ? | 13% | 0 | 9% | -1% | 23 | 0
